Screens as filed in PubChem BioAssay.
NALP1 inh – inhibitors of NALP1 inflammasome in yeast. S. cerevisiae NALP1/ASC/caspase-1 growth, X-gal OD620, 72 h. inhibition, % at 10 µM. 0.61% of 280,000 active. AID 2071; in the data active = inhibition mostly above about 24%, no sharp cut-off; inactive = mostly below about 32%; note: some compounds called inactive have numbers as strong as hits
M18AAP inhibitor – blocks P. falciparum M18 aspartyl aminopeptidase. recombinant PfM18AAP, H-Glu-NHMec fluorogenic cleavage. inhibition, % at 7.35 µM. 1.2% of 290,000 active;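 active = inhibition above the campaign mean inhibition over all tested compounds plus 3 SD, cut at about 28% in these data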;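 note: 0% = plate median of test compound wells and 100% = 2 mM ZnCl2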
MEKK2wt PB1 HTS – raises or lowers MEK5 binding to wildtype human MEKK2 PB1 domain | bead flow cytometry, Alexa488-MEK5 binding to MEKK2 WT; actives lie on both sides | 1.1% of 290,000 active | binding response (% of control), % at 10 µM; in the data active = binding response below about 67% or above about 130%
HCV NS3 hel inh – inhibitors of Hepatitis C virus NS3 helicase; NS3 helicase DNA unwinding, Cy5 molecular beacon fluorescence; inhibition, % at 10.9 µM; 0.56% of 290,000 active; AID 1800;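 active = inhibition above the mean of all tested compounds plus 3 SD, set per campaign, cut at about 35% in these data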;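 note: 0% = DMSO wells and 100% = thioflavine S control wells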
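test system = hepatitis C virus NS3 helicase domain fragment enzyme | reagent = annealed dual-labelled DNA beacon duplex, ATP-started | times = 1 h at 25 °C | detection = Cy5 fluorescence, 0 and 60 min reads | read-out basis = percent inhibition from t60/t0 fluorescence ratio | control set = DMSO and thioflavine S | replication = one well per compound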
IMP-1 inhibitor – blocks Pseudomonas aeruginosa IMP-1 metallo-beta-lactamase. purified IMP-1, nitrocefin hydrolysis, epi-absorbance fluorescence. inhibition, % at 5.6 µM. 0.45% of 290,000 active;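 active = inhibition above the mean plus 3 SD of all compounds in the same screening run, cut at about 4.5% in these data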;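 note: 0% = IMP-1 with DMSO and 100% = DMSO wells lacking enzyme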
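System: purified IMP-1 / Input: IMP-1 dispensed at 0.2 nM / Medium: 50 mM HEPES pH 7.1, 50 µM ZnSO4, 0.05% Brij 35 / Timing: 15 min enzyme–compound preincubation, then 25 min nitrocefin reaction, 25 °C / Technique: plate fluorescence quenching by hydrolysis product, ex 480/em 530 nm / Repeats: singlicate testing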
FID counter – counter-screen for HCV NS3 helicase inhibitors: DNA intercalator displacement | inhibition, % at 7.9 µM | DNA fluorescent intercalator displacement, fluorescence | AID 1845 | 0.17% of 290,000 active; in the data active = inhibition above about 37%;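 note: 0% = vehicle and 100% = reference compound; higher means more ethidium bromide displaced from hairpin DNA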
SUMO HTRF inh – SUMOylation inhibition | P63279 | HTRF SUMOylation assay, SAE1/SAE2 + UBC9, in vitro | inhibition, % at 35 µM | 0.36% of 290,000 active; in the data active = inhibition above about 50%, passing the limit was not always enough; note: strong numbers were not always called active
Target sequence (P63279 whole entry, looked up): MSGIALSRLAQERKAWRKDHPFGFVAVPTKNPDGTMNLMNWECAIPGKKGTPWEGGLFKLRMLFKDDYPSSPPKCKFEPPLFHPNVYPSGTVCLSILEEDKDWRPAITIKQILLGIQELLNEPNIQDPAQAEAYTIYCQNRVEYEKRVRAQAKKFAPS
VIM-2 inh – blocks Pseudomonas aeruginosa VIM-2 metallo-beta-lactamase. purified VIM-2, nitrocefin hydrolysis, epi-absorbance fluorescence. inhibition, % at 5.6 µM. 0.89% of 290,000 active;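 active = inhibition above the mean of all tested compounds plus 3 SD, cutoff set per screening run, cut at about 7.5% in these data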;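 note: red hydrolysis product quenches plate fluorescence so inhibitors raise well fluorescence; 0% = enzyme with DMSO and 100% = DMSO without enzyme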
MEKK2mut PB1 HTS – signal of MEK5 binding to mutant human MEKK2 PB1 domain | bead flow cytometry, Alexa488-MEK5 binding to MEKK2 mutant | percent response, % at 10 µM | 0.35% of 290,000 active; in the data active = percent response above about 24%, passing the limit was not always enough; note: inactives centre near 1; some results filed as inactive read as strong as hits
Numbers without * were called inactive; / = not tested or not shown.

SMILES	NALP1 inh	M18AAP inhibitor	MEKK2wt PB1 HTS	HCV NS3 hel inh	IMP-1 inhibitor	FID counter	SUMO HTRF inh	VIM-2 inh	MEKK2mut PB1 HTS
COc1cccc(C2c3c(oc4ccccc4c3=O)C(=O)N2CCCN(C)C)c1OC (stereo not drawn)	25	-12	96	-18	-0.9	4	12	0.8	2
O=C(Oc1ccccc1O)c1cccc2ccccc12	-10	61*	85	12	0.8	-1	-21	-0.2	-9
Fc1ccc(-c2cc3nc(-c4ccccc4)cc(N4CCN(CCN5CCOCC5)CC4)n3n2)cc1	16	-5	127	-97	0.4	17	28	-0.9	9
CCN1CCN(C(=O)c2cc3cc([N+](=O)[O-])ccc3oc2=O)CC1	4	0	102	4	-2.1	2	3	-2.3	1
CCN1CCN(C(=O)C(=O)c2c(C)[nH]c3ccccc23)CC1	-9	0	98	9	-2.0	1	2	-4.1	-4
Nn1c(-c2ccccc2Cl)nnc1-c1ccccc1Cl	2	5	96	2	0.4	3	9	-1.7	6
COc1ccc(CC(C(=O)Nc2cccc(F)c2)c2nn[nH]n2)c(OC)c1 (stereo not drawn)	-24	-3	100	12	-1.4	-13	2	0.0	0
Cc1nc(N2CCC(C)CC2)c2c(C)c(C(=O)Nc3ccc4c(c3)OCCO4)sc2n1	25	-1	91	-10	0.0	-22	-11	-0.9	-5
N#Cc1ccc(C(=O)CSc2n[nH]c(=O)n2-c2cccnc2)cc1	0	-1	100	0	0.5	-2	24	1.3	-6
CCOc1ccc2nc(SCC(=O)NC3CC3)sc2c1	12	0	105	0	-0.5	-17	18	0.1	1
CCOC(=O)c1[nH]c2ccc(OC)cc2c1NC(=O)CN1CCC2(CC1)OCCO2	12	-5	109	8	-1.6	-22	38	-0.9	3
COc1cccc(NC(=O)COc2ccccc2C(N)=O)c1	-1	-5	102	-6	0.2	0	9	1.8	6
O=c1c(C(c2ccc(O)cc2)c2c(O)nc3n(c2=O)CCS3)c(O)nc2n1CCS2	1	1	/	6	-3.1	0	2	-1.5	/
O=C1NC(=O)C(Cc2c[nH]c3ccccc23)N1 (stereo not drawn)	3	-10	104	0	-1.3	0	0	-1.0	-1
COc1ccc2c(C)c(CCC(=O)NC3CC3)c(=O)oc2c1C	9	6	102	-5	-2.4	-16	16	-1.3	2
CN(C)c1ccc(/C=N/NC(=S)NCc2ccco2)cc1	13	16	100	-4	-2.8	-1	-3	-2.5	-1
COc1ccc(C(=O)Oc2ccc(/C=N/Nc3ccc(Cl)c(C(=O)O)c3)cc2OC)cc1	1	12	103	-18	-3.0	15	15	-1.9	0
O=C(CSc1nc2ccccc2o1)N/N=C/c1ccccc1C(=O)O	/	15	100	0	-3.3	-5	9	-3.5	-22
O=C(COC(=O)/C=C/c1ccc(C(F)(F)F)cc1)NC1CCCC1	0	2	111	-2	-3.2	-13	11	-5.1	9
c1ccc2c(CN3CCOCC3)c3ccccc3c(CN3CCOCC3)c2c1	-8	-14	84	2	0.3	-2	5	-0.6	-11
CC(=O)C1=NOC(CNC(=O)c2c(-c3ccccc3Cl)noc2C)C1 (stereo not drawn)	5	0	107	3	-3.3	0	-7	-4.9	10
Cc1ccc(C(=O)Cn2c(N3CCOCC3)nc3c2c(=O)n(C)c(=O)n3C)cc1	-8	1	106	7	-3.2	-8	-7	-3.0	2
Cc1cc(-c2nc3ccccc3o2)c2ccccc2n1	10	2	100	1	-2.9	-10	14	-1.8	0
CCOC(=O)C1=C(C)C2C3C(=O)N(c4ccccc4C)C(=O)C3C1(C)C1C(=O)N(c3ccccc3C)C(=O)C21 (stereo not drawn)	23	4	100	6	-4.4	-14	-6	-3.0	-1
OCCC1CN(Cc2cc3ccccc3o2)CCN1Cc1ccc(F)cc1 (stereo not drawn)	2	-3	109	-4	-0.8	-3	2	-0.6	4
CN(C)c1ccc(C(=O)Nc2nnc(C3=COCCO3)o2)cc1	-8	1	106	-8	-0.5	-6	8	-1.9	2
N#C/C(=C\c1ccc(-c2ccc(S(=O)(=O)N3CCOCC3)cc2)o1)C(=O)NC1CC1	31	2	98	1	-3.3	-10	2	-0.9	0
N/C(=N\OC(=O)c1ccc(Cl)cc1Cl)c1ccccn1	-3	5	89	16	-2.2	-10	4	-0.8	-4
CCN(CC)C(=O)CN(c1cc(Cl)ccc1OC)S(C)(=O)=O	7	-1	101	5	-1.8	2	14	-2.2	2
CC(=O)NCCN1C(=O)S/C(=C\c2cccs2)C1=O	14	20	98	-5	-1.9	-3	-16	-0.8	0
C=CCn1c(=O)c2ccc(C(=O)NCc3ccccc3)cc2n(Cc2ccc(Cl)cc2)c1=O	18	-6	91	-6	-3.2	1	1	-3.9	10
COc1ccccc1NC(=O)NCc1nc(-c2ccc(C(F)(F)F)cc2)no1	/	-3	107	-23	-3.5	-5	-1	-0.2	7
COC(=O)c1cc2ccsc2n1Cc1nc(-c2ccc(OC)cc2)oc1C	-31	3	103	16	-2.7	-4	-19	-0.5	5
CNc1ccc(Br)cc(C(=O)/C=C/c2ccc(OC)cc2)c1=O	30	19	80	33	4.0	-17	26	1.5	-3
CSc1ncc(C(=O)Nc2cccc(Cl)c2)c(C)n1	3	7	95	8	-4.0	-7	-8	-3.1	2
Cn1ccnc1SCC(=O)Nc1ccc(Br)cc1C(F)(F)F	16	-15	104	-1	-1.8	-6	12	-0.3	7
COc1ccc2nc(/N=C/c3cccc(OC)c3O)sc2c1	-3	6	90	4	-0.6	-2	4	-2.0	-2
CC(C)c1ccc(/C=C2\SC(=S)N(CCC(=O)NCCCn3ccnc3)C2=O)cc1	-22	2	103	-44	-0.2	16	-9	0.1	-5
Cc1cc(Cl)ccc1NC(=O)C1CCCN1C(=O)c1cccs1 (stereo not drawn)	19	1	95	-2	-4.7	-3	2	-3.6	1
CCOC(=O)n1c(SCC(N)=O)nc2ccccc21	26*	-1	96	0	-0.8	2	-13	2.5	2
Cc1nc2cc(NCc3ccc(Cl)cc3)ccc2n1C	26	5	102	-11	-0.1	0	14	2.0	-3
COc1ccc(C(=O)Oc2cc(/C=N/NC(N)=S)ccc2OC)cc1	-3	2	88	-5	-3.5	-20	-9	-2.3	-7
O=C1CCC/C(=N\NC(=O)c2ccc(NS(=O)(=O)c3ccc(Br)cc3)cc2)C1	7	30*	98	13	-1.2	-7	8	-2.4	0
Cc1ccc(C(=O)NC(=S)NCCCN2CCOCC2)cc1	14	1	103	-3	-3.0	-3	6	-1.2	1
COc1ccc(OC)c(NC(=O)c2sc3nc(Cc4ccccc4)cc(C(F)(F)F)c3c2N)c1	48	-10	92	-4	-2.6	-1	15	-2.4	-1
O=c1c2cc(NC(=S)N3CCCCCC3)ccc2nc2n1CCCCC2	18	1	96	-7	-2.4	-14	13	-2.5	-3
COc1ccccc1NC(=S)N1CCN(c2ccccn2)CC1	22	2	88	1	-1.3	-1	13	-0.6	-5
CCN1CCN(C(=O)c2nn(-c3ccc(C)cc3)c(=O)c3c2c2ccccc2n3C)CC1	3	-3	98	-8	-0.3	3	11	6.4	-2
COc1cccc(CNC(=O)c2cc(C)nc3ccccc23)c1	2	5	105	-8	-2.5	-13	0	-3.8	14
O=c1c2ccc(Cl)cc2[nH]c(=S)n1CCC1=CCCCC1	14	0	101	-25	-3.8	2	-13	-3.1	-1
CN=C(C)/C(C(=O)OC)=C(/O)c1ccccc1F	-4	2	93	4	-3.5	0	0	-2.3	-16
CSc1ccc(/C=C(\C#N)C(=O)NC2CCCCC2)cc1	24	6	94	-7	-2.1	-3	6	-0.6	-2
Cc1c(C(=O)N2CC(C)OC(C)C2)[nH]c2ccc(Br)cc12 (stereo not drawn)	-9	2	106	-4	-4.0	-27	-6	-3.0	5

Rows were taken by chance; any-hit rate near 4.7%.
